Assay outcomes (PubChem)
IDE exosite inh – exo-site inhibitors of human IDE, primary screen, biochemical, fluorescence anisotropy, probe displacement | Insulin-degrading enzyme (Homo sapiens), P14735 | purified IDE, FL-6b probe fluorescence polarization; active compounds read low | z-score at 20 µM | 17,000 compounds, 6.3% hits | AID 1259349, 2017;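 active = z-score of -3 or lower, meaning strong loss of probe binding signal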;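 note: His-tagged human IDE residues 42-1019 made in E. coli with 30 nM FL-6b probe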
Target sequence (P14735 42-1019 limits assumed): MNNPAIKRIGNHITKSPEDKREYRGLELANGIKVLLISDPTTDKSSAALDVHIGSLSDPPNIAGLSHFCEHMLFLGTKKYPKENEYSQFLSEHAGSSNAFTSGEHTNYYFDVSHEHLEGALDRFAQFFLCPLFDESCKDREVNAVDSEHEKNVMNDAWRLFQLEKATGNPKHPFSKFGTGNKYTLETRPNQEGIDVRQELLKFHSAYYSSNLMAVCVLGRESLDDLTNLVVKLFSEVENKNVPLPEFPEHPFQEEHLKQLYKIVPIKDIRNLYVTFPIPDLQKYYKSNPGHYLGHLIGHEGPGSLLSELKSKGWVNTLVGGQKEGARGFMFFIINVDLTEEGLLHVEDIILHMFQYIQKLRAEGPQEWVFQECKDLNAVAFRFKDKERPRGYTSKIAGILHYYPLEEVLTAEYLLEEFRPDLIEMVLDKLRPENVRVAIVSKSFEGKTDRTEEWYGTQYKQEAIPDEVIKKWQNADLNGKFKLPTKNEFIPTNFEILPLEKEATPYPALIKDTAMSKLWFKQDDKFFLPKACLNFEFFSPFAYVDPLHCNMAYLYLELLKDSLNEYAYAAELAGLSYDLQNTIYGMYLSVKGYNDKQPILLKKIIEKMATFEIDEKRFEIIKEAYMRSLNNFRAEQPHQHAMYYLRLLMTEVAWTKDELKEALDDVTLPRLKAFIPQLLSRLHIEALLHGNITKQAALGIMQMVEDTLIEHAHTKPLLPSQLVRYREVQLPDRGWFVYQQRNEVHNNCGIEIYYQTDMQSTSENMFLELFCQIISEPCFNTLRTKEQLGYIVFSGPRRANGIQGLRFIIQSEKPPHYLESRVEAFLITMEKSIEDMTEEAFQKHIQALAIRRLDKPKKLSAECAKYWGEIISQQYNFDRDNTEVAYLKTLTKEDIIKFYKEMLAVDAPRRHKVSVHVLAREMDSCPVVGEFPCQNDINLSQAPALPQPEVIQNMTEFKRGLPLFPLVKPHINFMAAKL
* = called active by the depositor.

Results for CN1C(=O)c2cc(NC(=O)c3cscn3)ccc2OC[C@@H]2O[C@@H](CC(=O)N3CCOCC3)CC[C@@H]21 ?
IDE exosite inh: -0.18

Results for CN(C)CC(=O)N1CC(=O)N2[C@@H](CO)[C@H](c3ccc(-c4ccc(C#N)cc4)cc3)[C@@H]2C1 ?
IDE exosite inh: 2.8

What do the screens show for `COc1ccccc1NC(=O)N1CC(=O)N2[C@H](CO)[C@H](c3ccc(C#CC4CC4)cc3)[C@@H]2C1`?
IDE exosite inh: -0.84

Results for O=C(Nc1cc(F)ccc1F)N1CC(=O)N2[C@H](CO)[C@H](c3ccc(C#CC4CCCCC4)cc3)[C@@H]2C1 ?
IDE exosite inh: 4

How did C[C@@H](NC(=O)C[C@H]1CC[C@H]2[C@@H](COC[C@H](O)CN2Cc2ccc(C(F)(F)F)cc2)O1)c1ccccc1 do in these assays?
IDE exosite inh: 1.3

Results for Cc1ccc(-c2ccc([C@H]3[C@@H](CO)N4CCCCN(C(=O)c5ccc(F)cc5)C[C@@H]34)cc2)cc1 ?
IDE exosite inh: 2.8

What do the screens show for `COc1ccc2c3c(n(C)c2c1)[C@H](CO)N(C(=O)c1ccncc1)CC31CCN(CC2CC2)CC1`?
IDE exosite inh: -0.77

How did N#C[C@@H]1[C@H](c2ccc(C3=CCCC3)cc2)[C@@H](CO)N1C(=O)C1CC1 do in these assays?
IDE exosite inh: 5.2

What do the screens show for `CC(C)CC#Cc1ccc([C@@H]2[C@@H](CO)N3CCCCN(C(=O)Nc4ccccc4)C[C@@H]23)cc1`?
IDE exosite inh: 0.89

Results for C/C=C/c1ccc([C@@H]2[C@H]3CN(C(=O)c4cnccn4)CC(=O)N3[C@H]2CO)cc1 ?
IDE exosite inh: 1.4

What do the screens show for `COc1ccc(CN(C)C[C@@H]2OCCCC[C@@H](C)Oc3ccc(NC(=O)C4CCCCC4)cc3C(=O)N([C@@H](C)CO)C[C@H]2C)cc1`?
IDE exosite inh: 1.5

How did O=C(C[C@H]1CC[C@@H]2[C@H](COC[C@H](O)CN2Cc2cocn2)O1)N[C@@H]1CCN(Cc2ccccc2)C1 do in these assays?
IDE exosite inh: -0.13

How did C[C@H](O)C#Cc1ccc([C@@H]2[C@H]3CN(S(=O)(=O)Cc4ccccc4)CCCCN3[C@H]2CO)cc1 do in these assays?
IDE exosite inh: -0.67

Results for CN(C)C(=O)c1cccc(-c2ccc([C@@H]3[C@H]4CN(C(=O)C5CC5)CC(=O)N4[C@H]3CO)cc2)c1 ?
IDE exosite inh: 3.9

How did CO[C@@H]1CN(C)C(=O)c2ccc(NC(=O)NC(C)C)cc2OC[C@@H](C)N(Cc2ccc(-c3ccccn3)cc2)C[C@H]1C do in these assays?
IDE exosite inh: 2.3

Next section (2 carried over from the part before).
Results for CN(C)C(=O)c1cccc(-c2ccc([C@@H]3[C@H]4CN(C(=O)C5CC5)CC(=O)N4[C@H]3CO)cc2)c1 ?
IDE exosite inh: 3.9

How did CO[C@@H]1CN(C)C(=O)c2ccc(NC(=O)NC(C)C)cc2OC[C@@H](C)N(Cc2ccc(-c3ccccn3)cc2)C[C@H]1C do in these assays?
IDE exosite inh: 2.3

What do the screens show for `COc1cccc(C#Cc2ccc([C@H]3[C@H](CO)N4C(=O)CN(S(=O)(=O)c5ccccc5C)C[C@@H]34)cc2)c1`?
IDE exosite inh: 0.37

Results for Cc1ccccc1S(=O)(=O)N1[C@H](C#N)[C@@H](c2ccccc2)[C@H]1CO ?
IDE exosite inh: 1.6

What do the screens show for `O=C(Cc1cccnc1)N1[C@H](CNCC2CCC2)[C@H](c2ccccc2)[C@@H]1CO`?
IDE exosite inh: -1.1

How did COc1cccc(C#Cc2ccc([C@H]3[C@@H](CO)N4C(=O)CN(C(=O)Cc5cccnc5)C[C@@H]34)cc2)c1 do in these assays?
IDE exosite inh: -1.6

Results for COc1ccccc1NC(=O)N1C[C@@H](O)COC[C@@H]2O[C@@H](CC(=O)NCCc3ccncc3)CC[C@H]21 ?
IDE exosite inh: 1.4

Results for C[C@@H]1CN([C@@H](C)CO)C(=O)c2ccccc2-c2ccccc2CO[C@H]1CN(C)C(=O)[C@@H](Cc1ccccc1)N(C)C ?
IDE exosite inh: 0.23

How did COc1cccc(C#Cc2ccc([C@@H]3[C@H](CO)N4C(=O)CN(C(=O)Cc5cccnc5)C[C@@H]34)cc2)c1 do in these assays?
IDE exosite inh: -4.1*

How did COCC(=O)NC[C@@H]1[C@@H](c2ccc(-c3ccccc3)cc2)[C@@H](CO)N1C(C)=O do in these assays?
IDE exosite inh: -1.7

What do the screens show for `CCCNC(=O)N1CC2(C1)[C@H](c1ccccc1)[C@@H](CO)N2CC1CCOCC1`?
IDE exosite inh: 1.1

How did O=C(Nc1ccc(Cl)cc1)N1C[C@@H]2[C@H](c3ccccc31)[C@H](CO)N2CC1CCCCC1 do in these assays?
IDE exosite inh: -0.58

What do the screens show for `C[C@H](CO)N1C[C@H](C)[C@@H](CN(C)C(=O)Nc2ccc(F)cc2)Oc2ccc(NC(=O)c3ccncc3)cc2CC1=O`?
IDE exosite inh: 1.8

How did O=C(C1CCC1)N1CCCCN2[C@H](C1)[C@H](c1ccc(C#CC3(O)CCCC3)cc1)[C@@H]2CO do in these assays?
IDE exosite inh: -0.2

What do the screens show for `CO[C@@H]1CN(C)C(=O)c2ccc(NC(=O)Nc3ccccc3F)cc2OC[C@H](C)N(CC2CC2)C[C@@H]1C`?
IDE exosite inh: -0.55

How did O=C(c1ccc(F)cc1)N1CCCCN2[C@@H](CO)[C@H](c3ccc(/C=C/c4ccccc4)cc3)[C@@H]2C1 do in these assays?
IDE exosite inh: -3.4*

What do the screens show for `C[C@H]1CCCCO[C@H](CN(C)C(=O)Nc2ccccc2)[C@@H](C)CN([C@@H](C)CO)C(=O)c2cc(NC(=O)Nc3ccccc3)ccc2O1`?
IDE exosite inh: 1.4

How did O=C(NC[C@@H]1[C@@H](c2ccccc2)[C@@H](CO)N1CC1CCCC1)c1cccnc1 do in these assays?
IDE exosite inh: 1.7

How did COc1ccccc1C#Cc1ccc([C@@H]2[C@@H](C#N)N(C(=O)C3CCCCC3)[C@@H]2CO)cc1 do in these assays?
IDE exosite inh: -8.6*

What do the screens show for `CCC(=O)N1C[C@H](C)[C@@H](OC)CN(C)C(=O)c2ccc(NC(=O)CC(F)(F)F)cc2OC[C@H]1C`?
IDE exosite inh: 1.9

How did CN1CCN(C(=O)[C@@H]2[C@@H](CO)[C@@H]3Cn4c(cccc4=O)[C@@H]3N2Cc2cc(F)ccc2F)CC1 do in these assays?
IDE exosite inh: 0.5

Results for CO[C@H]1CC[C@H]2CCOc3c(C#N)cccc3C(=O)N(C)CCCC(=O)N(C)C[C@H]1O2 ?
IDE exosite inh: 0.51

What do the screens show for `CCc1csc(N2[C@H](CNCCOC)[C@H](c3ccccc3)[C@@H]2CO)n1`?
IDE exosite inh: 2.5

Results for CCCC#Cc1ccc([C@H]2[C@H]3CN(S(=O)(=O)c4ccccc4C)CC(=O)N3[C@H]2CO)cc1 ?
IDE exosite inh: -0.73

Results for Cc1cccc(-c2ccc([C@@H]3[C@@H](CO)N4CCCCN(Cc5cncnc5)C[C@@H]34)cc2)c1 ?
IDE exosite inh: -6.7*

Results for CN(C)CC(=O)N1[C@H](CO)[C@H](c2ccccc2)C12CN(C(=O)c1ccc(F)cc1)C2 ?
IDE exosite inh: 1.1

What do the screens show for `COc1ccccc1-c1ccccc1[C@@H]1[C@H](C#N)N(C(=O)C2CCOCC2)[C@H]1CO`?
IDE exosite inh: -1.7

What do the screens show for `CCC(=O)N(CC)C[C@@H]1[C@@H](c2ccccc2)[C@H](CO)N1C(C)=O`?
IDE exosite inh: -0.43

How did COc1ccccc1NC(=O)N1CC(=O)N2[C@H](C1)[C@H](c1ccc(C#CCC(C)C)cc1)[C@@H]2CO do in these assays?
IDE exosite inh: 1.8

How did C[C@H]1CN([C@@H](C)CO)C(=O)c2ccccc2-c2ccccc2CO[C@H]1CN(C)C(=O)Nc1cccc(C(F)(F)F)c1 do in these assays?
IDE exosite inh: -0.74

How did FC(F)(F)c1cccc(CN2[C@@H]3CNC[C@H]2[C@@H]3c2ccc(-c3cccnc3)cc2)c1 do in these assays?
IDE exosite inh: -0.87

What do the screens show for `Cc1ccccc1S(=O)(=O)N1CCCCN2[C@H](CO)[C@@H](c3ccc(-c4cncnc4)cc3)[C@@H]2C1`?
IDE exosite inh: -4.6*

Next part (six carried over from the part before).
What do the screens show for `COc1ccccc1-c1ccccc1[C@@H]1[C@H](C#N)N(C(=O)C2CCOCC2)[C@H]1CO`?
IDE exosite inh: -1.7

What do the screens show for `CCC(=O)N(CC)C[C@@H]1[C@@H](c2ccccc2)[C@H](CO)N1C(C)=O`?
IDE exosite inh: -0.43

How did COc1ccccc1NC(=O)N1CC(=O)N2[C@H](C1)[C@H](c1ccc(C#CCC(C)C)cc1)[C@@H]2CO do in these assays?
IDE exosite inh: 1.8

How did C[C@H]1CN([C@@H](C)CO)C(=O)c2ccccc2-c2ccccc2CO[C@H]1CN(C)C(=O)Nc1cccc(C(F)(F)F)c1 do in these assays?
IDE exosite inh: -0.74

How did FC(F)(F)c1cccc(CN2[C@@H]3CNC[C@H]2[C@@H]3c2ccc(-c3cccnc3)cc2)c1 do in these assays?
IDE exosite inh: -0.87

What do the screens show for `Cc1ccccc1S(=O)(=O)N1CCCCN2[C@H](CO)[C@@H](c3ccc(-c4cncnc4)cc3)[C@@H]2C1`?
IDE exosite inh: -4.6*

What do the screens show for `CCS(=O)(=O)N1CCCCN2[C@H](CO)[C@@H](c3ccc(-c4cccc(C#N)c4)cc3)[C@H]2C1`?
IDE exosite inh: 0.058

Results for COCC(=O)N1[C@H](C(=O)N2CCN(C)CC2)[C@@H](CO)[C@@H]2Cn3c(ccc(C4=CCCCC4)c3=O)[C@@H]21 ?
IDE exosite inh: 0.98

How did C[C@H]1CN([C@@H](C)CO)C(=O)c2ccccc2-c2ccccc2CO[C@@H]1CN(C)C(=O)Nc1cccc(Cl)c1Cl do in these assays?
IDE exosite inh: -0.067

What do the screens show for `C[C@H]1CN([C@@H](C)CO)S(=O)(=O)c2ccc(C#Cc3ccccc3F)cc2O[C@@H]1CN(C)C(=O)Cc1cccnc1`?
IDE exosite inh: 0.25

Results for CNC[C@H]1Oc2ccc(NS(=O)(=O)c3ccc(OC)cc3)cc2C(=O)N([C@@H](C)CO)C[C@@H]1C ?
IDE exosite inh: 0.25

What do the screens show for `O=C(NC[C@H]1[C@@H](c2ccccc2)[C@@H](CO)N1Cc1ccccn1)C1CC1`?
IDE exosite inh: 4.8

How did OC[C@@H]1[C@H](c2ccc(/C=C/c3ccccc3)cc2)[C@@H]2CN(Cc3ccncc3)CCCCN12 do in these assays?
IDE exosite inh: -8.5*

How did C[C@@H]1CN([C@@H](C)CO)C(=O)c2cc(NS(=O)(=O)c3cn(C)cn3)ccc2O[C@@H](C)CCCCO[C@H]1CN(C)Cc1ccc2c(c1)OCO2 do in these assays?
IDE exosite inh: 0.95

How did Cc1ccc(S(=O)(=O)N[C@@H]2CC[C@H](CC(=O)NCc3ccncn3)O[C@@H]2CO)cc1 do in these assays?
IDE exosite inh: -0.94

What do the screens show for `O=C(C[C@@H]1CC[C@@H]2[C@H](COC[C@H](O)CN2S(=O)(=O)c2cccc(F)c2)O1)NCc1ccncn1`?
IDE exosite inh: 2.6

How did CN(C)CCCNC(=O)C[C@@H]1CC[C@H]2[C@@H](COC[C@@H](O)CN2Cc2cccc(C(F)(F)F)c2)O1 do in these assays?
IDE exosite inh: 0.86

How did O=C(C1CCC1)N1CC(=O)N2[C@H](C1)[C@H](c1ccc(Br)cc1)[C@@H]2CO do in these assays?
IDE exosite inh: 0.96

How did C[C@@H]1CCCCO[C@H](CN(C)C(=O)Nc2ccc(C(F)(F)F)cc2)[C@H](C)CN([C@@H](C)CO)C(=O)c2cc(NS(=O)(=O)c3cn(C)cn3)ccc2O1 do in these assays?
IDE exosite inh: 0.41

How did C[C@H](CO)N1C[C@H](C)[C@H](CN(C)Cc2ccncc2)OCCCC[C@H](C)Oc2ccc(NS(=O)(=O)c3ccc(Cl)cc3)cc2C1=O do in these assays?
IDE exosite inh: 1.5

What do the screens show for `COC(=O)C[C@H]1CC[C@H]2[C@@H](COC[C@@H](O)CN2S(=O)(=O)c2ccccc2OC)O1`?
IDE exosite inh: -0.87

How did Cc1ccc(-c2ccc([C@H]3[C@H]4CN(C(=O)Nc5ccccc5)CCCCN4[C@H]3CO)cc2)cc1 do in these assays?
IDE exosite inh: 2.5

What do the screens show for `CCCC#Cc1ccc([C@@H]2[C@@H](CO)N3C(=O)CN(S(=O)(=O)c4ccccc4C)C[C@@H]23)cc1`?
IDE exosite inh: -0.78

Results for C[C@@H]1CN([C@H](C)CO)C(=O)c2cc(Br)cnc2O[C@H]1CN(C)C(=O)Nc1ccc2c(c1)OCO2 ?
IDE exosite inh: 0.91

What do the screens show for `COc1ccccc1C#Cc1ccc([C@@H]2[C@@H](C#N)N(C(=O)C3CC3)[C@@H]2CO)cc1`?
IDE exosite inh: -6.4*

How did O=C(C[C@@H]1CC[C@@H]2[C@H](COC[C@H](O)CN2CCc2ccccc2)O1)NCCCN1CCOCC1 do in these assays?
IDE exosite inh: 0.54

Results for N#Cc1ccc(-c2ccc([C@H]3[C@@H](CO)N4C(=O)CN(C(=O)Cc5ccccc5)C[C@@H]34)cc2)cc1 ?
IDE exosite inh: 2.2

Results for COCC(=O)N1[C@H](C#N)[C@H](c2ccc(C3=CCCCC3)cc2)[C@H]1CO ?
IDE exosite inh: 1.5

What do the screens show for `O=C(C[C@@H]1CC[C@H](NC(=O)c2ccc(F)cc2)[C@@H](CO)O1)NCCc1ccccc1`?
IDE exosite inh: 2.4

What do the screens show for `O=C(c1cccc(F)c1)N1CCCCN2[C@H](CO)[C@@H](c3ccc(C#CC4(O)CCCC4)cc3)[C@@H]2C1`?
IDE exosite inh: -0.47

What do the screens show for `CO[C@@H](CN(C)S(=O)(=O)c1cn(C)cn1)[C@H](C)CN(C(=O)Nc1ccc(C(F)(F)F)cc1)[C@@H](C)CO`?
IDE exosite inh: -0.11

Only part of the results is shown (hit frequency here may not be typical).
